High-throughput results from PubChem.
TDP1 inh: TDP1 (human) enzyme inhibition; Q9NUW8; recombinant TDP1, AlphaScreen DNA substrate cleavage; Potency, µM (doses to about 130 µM), for inactives: top-dose activity change, negative = inhibition, actives largely listed as inhibitors; actives 0.28% (n = 350,000); AID 485290; note: nearly all actives have a fitted effect of over 40% in size
Target sequence (Q9NUW8 whole entry, looked up): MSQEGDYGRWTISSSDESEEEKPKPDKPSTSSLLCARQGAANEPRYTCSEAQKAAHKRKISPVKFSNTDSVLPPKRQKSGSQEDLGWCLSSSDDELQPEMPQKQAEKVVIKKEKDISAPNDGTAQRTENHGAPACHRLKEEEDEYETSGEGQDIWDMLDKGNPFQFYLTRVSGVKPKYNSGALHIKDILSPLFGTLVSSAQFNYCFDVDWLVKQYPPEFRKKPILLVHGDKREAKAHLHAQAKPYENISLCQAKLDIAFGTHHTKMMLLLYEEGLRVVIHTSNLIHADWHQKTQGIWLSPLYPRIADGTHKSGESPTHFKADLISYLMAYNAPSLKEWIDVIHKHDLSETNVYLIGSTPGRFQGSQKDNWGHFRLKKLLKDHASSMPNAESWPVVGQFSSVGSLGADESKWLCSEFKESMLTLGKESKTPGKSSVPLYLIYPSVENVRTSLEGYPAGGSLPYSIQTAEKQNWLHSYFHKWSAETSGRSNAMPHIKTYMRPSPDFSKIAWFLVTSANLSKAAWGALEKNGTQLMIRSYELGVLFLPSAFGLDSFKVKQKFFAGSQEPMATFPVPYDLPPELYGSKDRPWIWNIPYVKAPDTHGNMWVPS
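E. coli-derived human Tdp1, 1 nM final. Cpd preinc 15 min RT; substrate 15 nM final, 5 min RT; AS bead mix 10 ug/ml final, 10 min RT. Signal loss = tyrosine-FITC cleavage. No-enzyme wells = max signal.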
FEN1 inhibitor: inhibitors of human flap endonuclease 1 | P39748 | Recombinant FEN1 flap cleavage, fluorescence, 15 min | Potency, µM (highest dose often 114 µM), for inactives: top-dose activity change, negative = inhibition, most hits filed as inhibitors | actives 0.35% (n = 390,000); note: nearly all actives have a fitted effect of over 65% in size
Target sequence (P39748 whole entry, looked up): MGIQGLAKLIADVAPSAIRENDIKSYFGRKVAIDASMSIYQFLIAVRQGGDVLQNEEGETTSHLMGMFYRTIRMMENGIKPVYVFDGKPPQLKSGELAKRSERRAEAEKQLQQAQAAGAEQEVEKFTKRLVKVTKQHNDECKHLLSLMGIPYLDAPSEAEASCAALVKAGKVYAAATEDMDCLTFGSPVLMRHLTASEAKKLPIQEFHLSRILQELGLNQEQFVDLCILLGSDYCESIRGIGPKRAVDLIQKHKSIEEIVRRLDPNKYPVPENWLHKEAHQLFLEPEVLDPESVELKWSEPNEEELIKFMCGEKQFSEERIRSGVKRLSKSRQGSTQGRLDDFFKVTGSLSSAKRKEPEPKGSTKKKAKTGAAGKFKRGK
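Read-out was taken twice, immediately and after 15 min, following addition of 50 nM substrate to 10 nM FEN1 that had sat with test compound for 15 min at room temperature. Curves came from a four-parameter Hill model.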
N370S GC: N370S glucocerebrosidase modulation, Gaucher chaperone candidate; AID 2101; N370S GC spleen homogenate, 4MU-glucoside fluorescence; Potency, µM (series often up to 59.4 µM), for the others: top-dose activity change, negative = inhibition, usual class: inhibitors; actives 0.092% (n = 330,000); P04062;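 note: 0% = full enzyme activity and -100% = no enzyme basal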
The depositor's hits bear a star; ? = inconclusive; · = no result given; & = joins results of further samples; [ ] = dose if it differs, or a comment. Calls come from the whole dose curve; as a rule, active = well fitted curve in the direction sought with a large enough effect; inconclusive = small, poorly fitted or top-dose-only effect, or another doubt; inactive = no such curve, though single readings can be large; an effect the other way counts as inactive or inconclusive. Unless noted, % is set by controls: 0 for no effect and ±100 for the full control effect; potency is the fitted concentration of half-maximal effect.

| smiles | TDP1 inh | FEN1 inhibitor | N370S GC |
| --- | --- | --- | --- |
| CCN(CC)CC#CCOC(=O)C(O)(c1ccccc1)C1CCCCC1 (stereo not given) | 6% | 18%[57.1 µM] | -16%&-17% |
| O=C(c1ccccc1)c1cn[nH]c1-c1ccccc1O | 3% | 0% | -7% |
| O=C(CSc1nnc(-c2ccccn2)n1-c1ccc(Cl)cc1)Nc1ccc2c(c1)OCO2 | 5% | -2% | -6% |
| COc1cccc(CNC(=O)Cn2c(=O)cc(C)c3c(C)nn(C)c32)c1OC | -1% | 0% | · |
| COc1cc(NC(=O)CSc2nc3nc(C)c(Cc4ccc(C)cc4)c(C)n3n2)cc(OC)c1 | 3% | ? | · |
| O=C(CCCOc1ccc(Cl)cc1Cl)NN1CCOCC1 | 3% | -4% | 6% |
| CN(CC(=O)Nc1ccccc1Br)C(=O)CNC(=O)c1ccco1 | -8%[0.505 µM] | 0% | 0% |
| COc1ccccc1CNC(=O)c1cccc(C)c1[N+](=O)[O-] | 1% | 2% | 8% |
| COC(=O)CSc1nc2cc(C)cc(C)c2cc1C#N | 2% | 10% | 0% |
| O=C(CSc1nc2ccccc2nc1N1CCCCC1)N1CCN(c2ccccc2)CC1 | · | 0% | 5% |
| COC(=O)c1cc(OC)c(OC)cc1NC(=O)CCCCCN1C(=O)CCC1=O | 1% | 0% | 12% |
| CCCC(=O)Nc1ccc2nc(SCC(=O)Nc3ccc(N4CCOCC4)c(Cl)c3)sc2c1 | 4% | -1% | -1% |
| Cc1ccc(CNC(=O)c2ccc(CS(=O)(=O)c3ccccc3)o2)cc1 | 1% | -1% | -2% |
| CCN(C(=O)c1ccc(S(=O)(=O)N2CCCC2)cc1)C1CCS(=O)(=O)C1 (stereo not given) | · | -10% | -6% |
| CC(=O)N1CC=CC1(CC(C)C)C(=O)NCCc1c[nH]c2ccccc12 (stereo not given) | -4%&6% | -1% | 1%&8% |
| O=C(Nc1ccc2c(c1)OCCO2)c1cc2sccc2n1Cc1ccc(F)cc1 | 6% | 2% | -7% |
| CCC(C)C(NS(=O)(=O)c1ccc(C)cc1)C(=O)N1CCOCCOCCOCC1 (stereo not given) | · | -3% | -1% |
| COc1cc(NC(=O)O[C@@H]2C(=O)c3cc(Br)ccc3O[C@H]2c2ccc3c(c2)OCO3)cc(OC)c1OC | 5% | · | -16% |
| COc1ccc(NC(=O)CSc2nnc(C3CCCCC3)n2N)c(OC)c1 | 1% | 1% | -1% |
| COc1ccc(N2CCN(C(=O)CSc3c4c(nc5ccc(Cl)cc35)CCCC4)CC2)cc1 | 9% | -24% | · |
| CC1CCN(C(=O)CSc2nc(C3CC3)nc3ccccc23)CC1 | 13% | 10% | 4% |
| COC(=O)c1scc(C)c1NC(=O)C1CCCCC1 | -2% | 0% | 1% |
| NS(=O)(=O)c1ccc(CCNC(=O)CCCn2c(=O)[nH]c3ccc(Br)cc3c2=O)cc1 | 5% | 14% | 2% |
| C=CCC1(c2ccccc2)Oc2ccccc2-c2nc3cc(Cl)c(Cl)cc3nc21 (stereo not given) | 9%&5%[21 µM] | · | 0%&2%[12.8 µM] |
| CC(C)Oc1ccc(CCC(=O)NNC(=O)c2ccccc2C(=O)O)cc1 | · | -11% | -5% |
| CCCC(=O)NC(Nc1ccccc1OC)C(Cl)(Cl)Cl (stereo not given) | -1% | -19% | ? |
| O=C(Nc1cccnc1)Nc1ccc(F)c(Cl)c1 | 2% | -10% | 12% |
| COc1cc(OC)c(NC(=O)Cn2c(=O)oc3cc(S(=O)(=O)N4CCCC4)ccc32)cc1Cl | 3% | -3% | · |
| COc1ccc(S(=O)(=O)n2cnc3ccccc32)cc1 | · | 11% | -18% |
| Cc1cc(OCC(=O)Nc2ccc3oc(-c4ccncc4)nc3c2)ccc1Cl | 1% | 8% | 5% |
| Cc1ccc(C)c(-c2nnc(NC(=O)Cc3ccccc3)o2)c1 | 0% | 6% | -8% |
| Cc1ccc2c(c1)N(C(=O)CCC(=O)NCCCN(C)Cc1ccccc1)CCO2 | · | 3% | -7% |
| O=C(N/N=C/c1ccc[nH]1)c1cc2ccccc2cc1O | 7%[0.0935 µM] | -19% | -24% |
| CCc1nnc(NC(=O)c2ccc3nc(CC)c(CC)nc3c2)s1 | 3% | 1% | 1% |
| Cc1ccc(Cl)cc1N1CCN(S(=O)(=O)c2ccc3c(c2)OCCO3)CC1 | 4% | -19% | 6% |
| COc1ccc(C(=O)O/N=C(\N)c2ccc(OC)c(OC)c2)c(OC)c1 | · | -4% | -3% |
| CC1CCCc2sc3nc(NCc4ccco4)n4ncnc4c3c21 (stereo not given) | -2% | ? | 2% |
| Cc1ccccc1-n1ncc2c1CC(C)(C)CC2NC(=O)CCCN1CCCC1=O (stereo not given) | 3% | 10% | -8% |
| Cn1cnc(S(=O)(=O)N2CCc3ccccc32)c1 | 2% | 2% | 3% |
| C/C(N)=C(/C#N)C(=O)CSc1ncnc2ccccc12 | -2% | -13% | -13% |
| CCC(C)NC(=O)CN(C1CCCCC1)S(C)(=O)=O (stereo not given) | 8% | -4% | 2% |
| Cc1ccc(C)c(Cn2c3ccccc3c3cnn(CC(=O)NCc4ccccn4)c(=O)c32)c1 | -4% | 8% | -10% |
| CN1C(=O)C(C)(C)c2cc(S(=O)(=O)N3CCN(c4ccc(F)cc4)CC3)ccc21 | 2% | -16% | -8% |
| C#CCOCCOCCOCCNc1nc(N2CCN(C(=O)[C@H](CCCN=C(N)N)n3cc(C(N)[C@@H](C)CC)nn3)CC2)nc(N2CCN(C(=O)[C@H](CCC(=O)O)n3cc([C@@H](N)CCCCN)nn3)CC2)n1 (stereo not given in full) | 4% | 0% | · |
| CCC(C)Nc1nc2c(c(=O)[nH]c(=O)n2C)n1CCOc1ccccc1 (stereo not given) | · | -4% | 3% |
| COCC(=O)Nc1ccc(S(=O)(=O)Nc2ncccn2)cc1 | 4% | · | 7% |
| COc1ccc(/C=C2\C(=O)ON=C2c2ccccc2)cc1 | · | -10% | -6% |
| COc1cccc(N2CCN(S(=O)(=O)c3ccc4c(c3)CC(C)N4C(=O)C3CC3)CC2)c1 (stereo not given) | 5% | 15% | -5% |
| Cc1c(Cl)c(=O)n2c(=O)c(Cl)c(C)n12 | 2% | -10% | 0% |
| CC1(C)CC(=O)C(C=NC2CCCCC2)=C(O)C1 | 3% | -2% | 5% |
| CCN1CCN(C(c2cccc(F)c2)c2c(O)cc(C)n(CCOC)c2=O)CC1 (stereo not given) | 0% | 14% | · |
| Cc1cccc(C)c1OCCCCCNCCO | -4% | 2% | 11% |
| O=C(NCc1cccnc1)c1cccnc1-c1nc2ccccc2s1 | -1% | -12% | 1%[12.8 µM] |
| Cc1c(C(=O)Nc2ccc(F)cc2)oc2ccc(S(=O)(=O)N3CC(C)CC(C)C3)cc12 (stereo not given) | 5% | -2% | 1% |
| O=C(Nc1ccccc1)C1=C[C@H](c2ccc3c(c2)OCO3)C[C@H](OCc2ccc(CO)cc2)O1 | 5% | -5% | ? |
| COC(=O)c1ccccc1NC(=O)C1CCCC1 | -2% | -6% | 8% |
| CCOC(=O)COc1cc2c3c(c(=O)oc2cc1C)CCCC3 | 6% | 7% | 15% |
| COc1ccc(S(=O)(=O)N2CCCCCC2)cc1C(=O)N(C)CC(=O)Nc1cc(C)ccc1C | 1% | -13% | -15% |
| CCC1Cc2c(nc(N)c3c(N)nc(N4CCCCC4)c(C#N)c23)O1 (stereo not given) | 2% | ? | 22% |
| Cc1cc(C)c(S(=O)(=O)N2CCC(C(=O)NCc3ccc(Cl)cc3Cl)CC2)c(C)c1 | 7% | -18% | 0% |

Later entries:
| Structure | TDP1 inh | FEN1 inhibitor | N370S GC |
| --- | --- | --- | --- |
| CC(Cc1cccs1)NC(=S)Nc1ccc(Cl)c(Cl)c1 (stereo not given) | -5% | -1% | 24% |
| CCCC(=O)Nc1ccc(C(=O)NNC(=S)NC(=O)c2ccc(Br)o2)cc1 | 11% | -6% | -4% |
| CCN(C(=O)/C=C/c1ccc(OC)cc1)C1CCCCC1 | · | -1% | 9% |
| CCOC(=O)c1c(-c2ccc(C)cc2)csc1NC(=O)CCSc1nnc2ccccn12 | -3% | 2% | 1% |
| CC(C)(CO)NCc1ccccc1OCC(=O)Nc1ccccc1 | 2% | -7% | 11% |
| CCOC(=O)c1ccc(NC(=O)CSc2nc(N)c(NC(=O)c3ccc(Br)o3)c(=O)[nH]2)cc1 | -10% | -6% | -1% |
| Cc1cccc(C)c1NC(=O)Cn1c(=O)n(Cc2ccc3c(c2)OCO3)c(=O)c2oc3ccccc3c21 | 3% | 7% | · |
| CCN(CC(=O)Nc1ccc(NC(C)=O)cc1)C(=O)/C=C/c1ccco1 | · | 3% | 0% |
| Cc1ccccc1-c1nc(CS(=O)(=O)CC(=O)NC(C)c2ccccc2)c(C)o1 (stereo not given) | 4%&3% | -21%&-4% | 1% |
| Cc1ccc2c(c1)N(C(=O)CCC(=O)N1CCOCC1)CC(C)O2 (stereo not given) | · | -2% | -8% |
| CCC(C)NCCOCCOc1ccccc1-c1ccccc1 (stereo not given) | -8% | -14% | -4% |
| O=C(Nc1cccc(O)c1)C1CC(c2c(F)cccc2Cl)=NO1 (stereo not given) | · | 4% | 1% |
| CC(=O)c1ccccc1OC(=O)CCN1C(=O)c2ccccc2C1=O | -3% | 13% | -1% |
| CN1C(=O)[C@H]2[C@@H](/C=C/c3ccccc3)N3C(=O)CN(Cc4ccc(-c5ccccc5)cc4)C(=O)[C@@]3(C)[C@H]2C1=O | 3% | 3% | · |
| O=S(=O)(NCCc1nnc2ccc(SCc3c(F)cccc3Cl)nn12)c1ccccc1 | 3% | ? | · |

Exported with each value named: entries from further up.
CCN(C(=O)/C=C/c1ccc(OC)cc1)C1CCCCC1
- TDP1 inh = ·
- FEN1 inhibitor = -1%
- N370S GC = 9%

CCOC(=O)c1c(-c2ccc(C)cc2)csc1NC(=O)CCSc1nnc2ccccn12
- TDP1 inh = -3%
- FEN1 inhibitor = 2%
- N370S GC = 1%

CC(C)(CO)NCc1ccccc1OCC(=O)Nc1ccccc1
- TDP1 inh = 2%
- FEN1 inhibitor = -7%
- N370S GC = 11%

CCOC(=O)c1ccc(NC(=O)CSc2nc(N)c(NC(=O)c3ccc(Br)o3)c(=O)[nH]2)cc1
- TDP1 inh = -10%
- FEN1 inhibitor = -6%
- N370S GC = -1%

Remaining list, next part.
| Structure | TDP1 inh | FEN1 inhibitor | N370S GC |
| --- | --- | --- | --- |
| Cc1ccc(S(=O)(=O)N(C)Cc2nc(-c3ccncc3)no2)cc1 | -1% | -1% | 5% |
| Cc1csc(NC(=O)CSc2nnc(CCNC(=O)c3cccs3)n2C)n1 | 2% | -7% | 0% |
| Cc1ccc(/C=N/N2C(=S)SC(C)(C)C2N(O)C(=O)Nc2ccc([N+](=O)[O-])cc2)cc1 (stereo not given) | 7% | -2% | · |
| COc1cccc(-n2c(SCC(=O)NCc3cccs3)nc3ccccc3c2=O)c1 | 4% | 0% | ? |
| CC(C)NC(=O)CCn1c(=S)oc2ccccc21 | 0% | 3% | -2% |
| CC(C)OCCCNC(=O)c1cn(C)c2ccc(S(=O)(=O)N(C)C3CCCCC3)cc2c1=O | 1%&-5% | 1%&4% | -5% |
| CCOC(=O)C1CCN(C(c2cc3ccc(C)c(C)c3[nH]c2=O)c2nnnn2C2CCCCC2)CC1 (stereo not given) | 8% | 10% | 2%[2.35 µM] |
| Cc1[nH]n(-c2ccccc2)c(=O)c1N=Nc1ccc2c(c1)OCO2 | 4% | 29% | -7% |
| O=C(COc1cccc2ccccc12)NNC(=O)C1CCCO1 (stereo not given) | 7% | 12% | 4% |
| O=C(O)CSc1c[nH]c2ccccc12 | 4% | 41%[activator] | -1% |
| Cc1ccc(Cn2nnc3c(=O)[nH]c(C4CCN(S(=O)(=O)c5ccccc5)CC4)nc32)cc1 | 3% | -20% | 5% |
| COc1ccccc1NC(=O)C(=O)N/N=C(\C)CC(=O)Nc1ccc(OCc2ccccc2)cc1 | 10% | -15% | -3% |
| CC1(C)C(=O)Nc2ccccc2N1C(=O)COC(=O)c1ccc([N+](=O)[O-])o1 | 0% | 20µM* | · |
| Cn1c(CC(=O)Nc2ccccc2)nnc1SCC(=O)NC1=NCCS1 | 0% | 0% | -15% |
| N#Cc1ccc(OCc2cccc(S(=O)(=O)N3CCOCC3)c2)cc1 | -2% | 1% | -1% |
| CC1=CC(=O)C=C(C)C1=NOC(=O)c1cccc([N+](=O)[O-])c1 | 2% | 7% | -2% |
| CCOC(=O)c1c(C)[nH]c(C(=O)N/N=C/c2cc([N+](=O)[O-])ccc2O)c1C | 5% | -6% | 0% |
| Cc1cccc(N2CCN(C(=O)c3c(-c4ccccc4)noc3C)CC2)c1C | 0% | -24% | -3% |
| COc1ccc(C)cc1NC(=O)/C=C/c1ccc(OC)c(S(=O)(=O)N2CCOCC2)c1 | 4% | -16% | · |
